# Source: PubChem BioAssay (National Center for Advancing Translational Sciences (NCATS))
# hERG WT inh = blocks the wildtype human KCNH2 potassium channel. Q12809. U2OS, BacMam KCNH2, thallium flux FluxOr; stronger effect = lower value. activity change, % at 1.84 µM. hit rate 0.37% among 340,000;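 active = maximum activity change below -70%; inconclusive = maximum activity change between -70% and -50%; inactive = maximum activity change above -50%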; also: % is scaled to controls: 0 for no effect and ±100 for the full control effect
#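 U2OS cells transduced with wild-type KCNH2 virus are loaded with FluxOr dye for 45 min, and thallium flux is measured in kinetic reads before and after stimulation buffer. Rate constants are normalized to DMSO controls.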
# KCNH2 3.1 block = KCNH2 3.1 (human) potassium channel inhibition; U2OS KCNH2 3.1, thallium flux FluxOr; stronger effect = lower value; activity change, % (tested at about 1.8 µM); hit rate 0.95% among 340,000;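 active = maximum activity change below -70%; inconclusive = maximum activity change from -70% to -50%; inactive = maximum activity change above -50%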;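 also: thallium influx rate constant from kinetic fluorescence after stimulation buffer; % is scaled to controls: 0 for no effect and ±100 for the full control effect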
#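 Measured as rate of thallium-driven FluxOr signal in transduced U2OS cells carrying the 3.1 channel, read kinetically for 2 min upon stimulation; values are rate constants scaled to DMSO control wells.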
# AT treatment = potential ataxia-telangiectasia treatment. […] A-T fibroblasts, KAP-1 phosphorylation AlphaLISA; neocarzinostatin DNA damage 30 min before lysis. Potency, µM (series often up to 57.5 µM), without a hit: at the highest dose activation, actives largely listed as activators. hit rate 0.19% among 320,000; also: potency is read from the fitted curve at half-maximal effect; % of control where 0% means no effect; nearly all actives have a fitted effect of over 45% in size
#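 ATM-like activity read as KAP-1 phosphorylation via AlphaLISA donor/acceptor antibody pairs after lysis and 6 hr at 25C. Cells were ATM-null patient fibroblasts ([…], hTERT), dosed 60 min, then exposed to the DSB inducer NCS for 30 min.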
# GALK inh = inhibitors of human galactokinase | P51570 | Purified GALK, Kinase-Glo residual ATP luminescence | Potency, µM (titrated, usually from 57.5 µM), for the others: top-dose activity change, negative = inhibition, most hits filed as inhibitors | hit rate 0.007% among 270,000 | AID 1868; also: potency is read from the fitted curve at half-maximal effect; % is scaled to controls: 0 for no effect and ±100 for the full control effect
# Target sequence (P51570 whole entry, looked up): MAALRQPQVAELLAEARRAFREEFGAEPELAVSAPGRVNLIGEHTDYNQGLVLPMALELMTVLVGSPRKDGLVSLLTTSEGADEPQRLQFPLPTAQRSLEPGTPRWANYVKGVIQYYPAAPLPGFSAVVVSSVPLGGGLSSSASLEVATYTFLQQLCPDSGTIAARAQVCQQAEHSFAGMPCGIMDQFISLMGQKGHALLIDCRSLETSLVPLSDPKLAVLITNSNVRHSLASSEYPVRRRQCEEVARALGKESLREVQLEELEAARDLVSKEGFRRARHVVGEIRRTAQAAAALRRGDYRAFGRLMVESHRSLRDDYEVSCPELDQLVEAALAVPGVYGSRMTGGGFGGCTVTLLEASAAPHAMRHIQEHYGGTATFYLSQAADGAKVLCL
#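 GALK at 5 nM final was combined with compound, 35 uM ATP and 100 uM galactose in HEPES pH8.0 with MgCl2 and DTT. The reaction ran one hour at room temperature before luminescent ATP detection.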
# MLL CXXC-DNA inh = blocks binding of human MLL CXXC domain to DNA; Potency, µM (titrated, usually from 115 µM), for inactives: at the top dose activity change, negative = inhibition, usual class: inhibitors; hit rate 0.037% among 290,000; MLL-CXXC / FITC-HOXA9 DNA fluorescence polarization; AID 2662; active = well fitted inhibition curve with a large enough effect in the polarisation, with a control signal flat, not every such curve was filed as active; inconclusive = small, poorly fitted or top-dose-only effect, or effect the other way, or a change in a side signal; inactive = no such curve, though single readings can be large or run the other way; the % refers to the polarisation; also: potency is read from the fitted curve at half-maximal effect
#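 Fluorescence polarization: 7 uM MLL-CXXC (stock) preincubated 5 min with compounds, then 50 nM fluorescein-HOX-A9 DNA (stock) added; 30 min ambient. Buffer 50 mM Tris-HCl pH 7.5, 50 mM NaCl, 1 mM DTT, 0.05% BSA.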
# ASM inhibitor = blocks human secretory acid sphingomyelinase; P17405; placental ASM, HMU-PC fluorogenic substrate, 60 min; AID 504937; Potency, µM (doses to about 57.5 µM), for the others: top-dose activity change, negative = inhibition, actives largely listed as inhibitors; hit rate 0.006% among 340,000; also: potency is read from the fitted curve at half-maximal effect
# Target sequence (P17405 47-631 limits assumed): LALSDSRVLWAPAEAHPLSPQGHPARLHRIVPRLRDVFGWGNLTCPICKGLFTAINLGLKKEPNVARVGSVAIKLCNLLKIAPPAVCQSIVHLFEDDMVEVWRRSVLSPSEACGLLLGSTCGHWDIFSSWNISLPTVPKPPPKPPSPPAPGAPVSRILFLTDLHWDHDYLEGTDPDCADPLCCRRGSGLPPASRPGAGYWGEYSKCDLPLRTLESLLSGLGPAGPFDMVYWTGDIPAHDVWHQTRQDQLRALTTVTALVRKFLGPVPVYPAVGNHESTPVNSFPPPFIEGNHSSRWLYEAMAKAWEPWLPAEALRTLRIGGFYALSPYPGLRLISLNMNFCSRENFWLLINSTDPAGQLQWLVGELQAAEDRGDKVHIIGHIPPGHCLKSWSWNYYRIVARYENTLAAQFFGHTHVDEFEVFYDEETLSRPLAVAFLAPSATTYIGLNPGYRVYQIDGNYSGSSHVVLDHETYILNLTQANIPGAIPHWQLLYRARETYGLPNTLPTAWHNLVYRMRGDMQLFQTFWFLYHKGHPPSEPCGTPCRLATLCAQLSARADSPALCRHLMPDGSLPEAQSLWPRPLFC
#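 Fluorescence read-out (Ex 386 nm, Em 447 nm) after stopping the reaction at pH 10. Enzyme: ASM from human placenta; substrate HMU-PC0, 9 uM final; 60 min, 37 °C. Compound preincubation 10 min, ambient temperature.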
# TRPV1 agonist = agonists of human vanilloid receptor 1 (TRPV1) | Q8NER1 | TRPV1-expressing cells, Fluo-8 calcium influx, agonist mode | activation, % at 8.33 µM | hit rate 0.19% among 320,000; in the data active = activation above about 80%; inconclusive = between about 30% and that limit; also: 0% is about no effect
#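 Cells expressing TRPV1 were dye-loaded with Fluo-8 and read kinetically: 10 s baseline, 3 min after compound (agonist portion), then 2 min after EC20 capsaicin (allosteric enhancer portion). Calcium-bound dye fluorescence at 480/520 nm.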
# MBNL1-CUG inh = blocks human MBNL1 binding to CUG repeat RNA; Potency, µM (highest dose often 57.5 µM), inactives show top-dose activity change, negative = inhibition, usual class: inhibitors; TR-FRET MBNL1-His/biotin-(CUG)12 binding, 665/545 ratio; hit rate 0.036% among 280,000; Q9NR56; active = well fitted inhibition curve with a large enough effect in the signal ratio, with a control signal flat, not every such curve was filed as active; inconclusive = small, poorly fitted or top-dose-only effect, or effect the other way, or a change in a side signal; inactive = no such curve, though single readings can be large or run the other way; the % refers to the signal ratio; also: potency is read from the fitted curve at half-maximal effect; % is scaled to controls: 0 for no effect and ±100 for the full control effect
#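 Inhibition of protein-RNA binding appears as loss of TR-FRET between terbium anti-His antibody on MBNL1-His and streptavidin-XL665 on biotin-(CUG)12. Activity is normalized to buffer-only and uninhibited-complex controls.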
# Coupling enz = inhibits coupling enzyme system, counter-screen for aldolase hits; coupling enzyme system counterscreen, AmpLite Red fluorescence; activity change, negative = inhibition, % at 58.2 µM, hits read low; hit rate 0.67% among 290,000; AID 2472; in the data active = activity change below about -30%; also: % is scaled to controls: 0 for no effect and ±100 for the full control effect
#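 Counterscreen of the coupled detection system alone, without aldolase: glyceraldehyde-3-phosphate coupling enzymes plus AmpLite Red readout. Compounds at 57.5 uM final, 10 min RT preincubation, 20 min RT reaction, fluorescence 525/598 nm.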
# a7 integrin act = integrin-mediated muscular dystrophy alleviation activation | hit rate 0.064% among 350,000 | Potency, µM (top dose mostly 38.3 µM), inactives show at the highest dose activation, hits mostly activators | AID 624291 | alpha7betagal myoblasts, beta-gal FDG fluorescence, 48 h;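 also: potency is read from the fitted curve at half-maximal effect; 100% = response of the positive control SU9516; nearly all actives have a fitted effect of over 60% in size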
#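 Alpha7betagal+/- myoblasts (passage 13) were plated 16-24 hr, then exposed to compounds (1:260 dilution of DMSO stock) for 48 hours at 37C. After MPER lysis, β-galactosidase reporter activity was read as FDG fluorescence (ex 480/em 540) after 30 minutes.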
# * hit, by the source's call; ? = inconclusive; . = not tested or not shown; [ ] = remark or other dose. Unless noted, calls follow the shape of the dose curve; as a rule, active = well fitted curve in the direction sought with a large enough effect; inconclusive = small, poorly fitted or top-dose-only effect, or another doubt; inactive = no such curve, though single readings can be large; an effect the other way counts as inactive or inconclusive.
canonical_smiles | hERG WT inh | KCNH2 3.1 block | AT treatment | GALK inh | MLL CXXC-DNA inh | ASM inhibitor | TRPV1 agonist | MBNL1-CUG inh | Coupling enz | a7 integrin act
CCOC(=O)Nc1ccc2c(c1)N(C(=O)CNC)c1ccccc1CC2 | -1 | 7 | 1% | -3% | -2% | 4% | -3 | -9% | 1 | ?
O=c1c2ccccc2ncn1Cc1ccc(Cl)cc1 | 2 | -98* | -2% | 11% | 11% | -2% | 0 | -6% | -1 | 18%
O=C(Nc1cnc2ccccc2c1)C1COc2ccccc2O1 (stereo not given) | -15 | 3 | 3% | -2% | 1% | 0% | 0 | 1% | -1 | 6%
CCN1C(=O)CC(N2CCN(C(c3ccccc3)c3ccccc3)CC2)C1=O (stereo not given) | 23 | -1 | -3% | 3% | -7% | -1% | 3 | -2% | 2 | 10%
COC(=O)c1ccc(CS(=O)(=O)c2ccc(F)cc2)o1 | -8 | -1 | 8% | -2% | 2% | 4% | 1 | -1% | 2 | 1%
CC(Nc1ccc2ccccc2c1)C(=O)N/N=C/c1ccncc1 (stereo not given) | 9 | 7 | 1% | . | . | 5% | 9 | . | . | -21%
C=CCn1c(-c2cccn(Cc3ccccc3)c2=O)n[nH]c1=S | -6 | -4 | 1% | 0% | 5% | 7% | . | -9% | 1 | 7%
OC(COc1ccccc1)CN1CCCCCC1 (stereo not given) | -4 | -5 | -2% | -2% | -7% | 15% | -1 | . | 2 | -7%
CCc1cc(=O)oc2cc(OCC(=O)NCC3CCC(C(=O)O)CC3)ccc12 (stereo not given) | -9 | 0 | 4% | . | 3% | 1% | -2 | 4% | 4 | 0%
CC(=O)Nc1cccc(NC(=O)c2oc3ccccc3c2C)c1 | . | . | -3% | 0% | -2% | . | ? | -4% | -10 | .
Cc1ccc(S(=O)(=O)NCC23C=CC(O2)C2C(=O)N(c4ccccc4)C(=O)C23)cc1 (stereo not given) | 12 | 13 | 29% | -4% | -5% | 0% | -1 | 1% | -2 | -10%
Cc1c(C)c2ccc(OCC(=O)N3CCN(C(=O)C4COc5ccccc5O4)CC3)cc2oc1=O (stereo not given) | 3 | -7 | 21% | 0% | 4% | -7% | 0 | 20% | . | 24%
CC(=O)NC(C)(C)C1CC=C(C)/C(=N\O)C1 (stereo not given) | -5 | 2 | -3% | 0% | 0% | 2% | 0 | -13% | 2 | -10%
CC1(NC(=O)CC[N+](C)(C)CCO)CS(=O)(=O)CC1S(=O)(=O)[O-] (stereo not given) | . | . | -1% | -2% | 2% | . | 1 | . | 9 | .
CC(CC(F)(F)F)N1CCC(n2nccc2NC(=O)CCCc2ccccc2)CC1 (stereo not given) | 5 | 0 | 1% | 1% | 6% | 3% | 13 | 2% | 0 | -3%

# The last 3 compounds of the part above lead into the next.
canonical_smiles | hERG WT inh | KCNH2 3.1 block | AT treatment | GALK inh | MLL CXXC-DNA inh | ASM inhibitor | TRPV1 agonist | MBNL1-CUG inh | Coupling enz | a7 integrin act
CC(=O)NC(C)(C)C1CC=C(C)/C(=N\O)C1 (stereo not given) | -5 | 2 | -3% | 0% | 0% | 2% | 0 | -13% | 2 | -10%
CC1(NC(=O)CC[N+](C)(C)CCO)CS(=O)(=O)CC1S(=O)(=O)[O-] (stereo not given) | . | . | -1% | -2% | 2% | . | 1 | . | 9 | .
CC(CC(F)(F)F)N1CCC(n2nccc2NC(=O)CCCc2ccccc2)CC1 (stereo not given) | 5 | 0 | 1% | 1% | 6% | 3% | 13 | 2% | 0 | -3%
CC(C)N1CCC(N2CCN(Cc3cc4c(cc3Cl)OCO4)CC2CCO)CC1 (stereo not given) | . | -6 | -1% | 1% | 2% | 1% | 1 | 2% | -1 | -59%[inhibitor]
CC(=O)c1c(C)[nH]c(C(=O)Nc2cc(S(=O)(=O)N3CCCCC3)ccc2C)c1C | 0 | -9 | 1% | . | . | 0% | 2 | . | . | 35%
Nc1ccc(Br)cc1C(NCC(=O)O)c1ccccc1 (stereo not given) | -36 | 53 | -2% | -1% | -7% | -3% | 1 | 0% | -2 | -8%
COC(=O)c1ccccc1NC(=O)CCNC(=O)Cn1cnc2ccccc2c1=O | -19 | -3 | -2% | 1% | -1% | 0% | 0 | 7% | 1 | 0%
CCN(C(=O)CN1CCOCC1)c1c(N)n(Cc2ccccc2)c(=O)[nH]c1=O | -11 | . | 7% | 1% | -1% | 0% | 0 | -1% | 0 | 0%
Cc1cccc(-n2c(C)nc3cc(C(=O)NCc4ccc5c(c4)OCO5)ccc32)c1 | -21 | -3 | -2% | 1% | 6% | -1% | 13 | -3% | 15 | 1%
CCn1c2ccc(C)cc2c2n[nH]c(=S)nc21 | -5 | 25 | 0% | 4% | 2% | 3% | -5 | ? | 0 | -14%
NS(=O)(=O)c1ccc(NC(=O)c2cc(Cl)sc2Cl)cc1 | -2 | 8 | -7% | -9% | 13% | -6% | 15 | -2% | . | -5%
CCOc1ccc(S(=O)(=O)n2cc(F)c(=O)[nH]c2=O)cc1 | 16 | -6 | 0% | 6% | 8% | 3% | 0 | -4% | 10 | -12%
CC(C)CN1C(=O)c2ccc(NC(=O)c3ccccc3F)cc2C1=O | -4 | 0 | -5% | 0% | 9% | -2% | ? | 3% | 3 | 19%
COc1ccc(C(=O)Nc2ccccc2C(=O)Nc2ccc(C(=O)O)cc2)cc1 | 2 | 18 | -12% | -1% | -5% | -1% | -7 | -5% | -7 | 31%
O=C(NC(Cc1ccccc1)C(=O)O)c1ccc(S(=O)(=O)N2CCCC2)cc1 (stereo not given) | 3 | 0 | 11% | 2% | 2% | 2% | -4 | -4% | 6 | 14%
CCc1ccccc1NC(=O)Nc1c(C)n(C)n(-c2ccccc2)c1=O | -3 | 20 | -7% | -2% | -6% | 3% | 2 | 5% | . | 9%
CN(Cc1ccco1)S(=O)(=O)c1cc(F)ccc1CN1C(=O)c2cccnc2C1=O | -7 | 8 | 10% | 8% | -1% | -1% | -2 | ? | -1 | ?
O=C(CCNC(=O)c1ccccc1)NCC1CCCCC1 | -6 | 5 | -3% | 0% | 7% | -1% | 0 | 1% | 3 | 1%

# Rewritten as labelled records: 2 of the compounds above
> CC(C)CN1C(=O)c2ccc(NC(=O)c3ccccc3F)cc2C1=O
  hERG WT inh: -4; KCNH2 3.1 block: 0; AT treatment: -5%; GALK inh: 0%; MLL CXXC-DNA inh: 9%; ASM inhibitor: -2%; TRPV1 agonist: ?; MBNL1-CUG inh: 3%; Coupling enz: 3; a7 integrin act: 19%
> CCN(C(=O)CN1CCOCC1)c1c(N)n(Cc2ccccc2)c(=O)[nH]c1=O
  hERG WT inh: -11; KCNH2 3.1 block: .; AT treatment: 7%; GALK inh: 1%; MLL CXXC-DNA inh: -1%; ASM inhibitor: 0%; TRPV1 agonist: 0; MBNL1-CUG inh: -1%; Coupling enz: 0; a7 integrin act: 0%

# More compounds follow:
canonical_smiles | hERG WT inh | KCNH2 3.1 block | AT treatment | GALK inh | MLL CXXC-DNA inh | ASM inhibitor | TRPV1 agonist | MBNL1-CUG inh | Coupling enz | a7 integrin act
C[C@@H]1CN([C@H](C)CO)C(=O)c2cc(NC(=O)C3CCCCC3)ccc2O[C@@H]1CN(C)Cc1ccncc1 | -3 | 6 | 2% | . | . | -3% | . | . | . | -13%
COc1cccc(C(C(=O)NC2CCCC2)N(C(=O)c2ccco2)c2ccccc2F)c1OC (stereo not given) | 1 | 7 | 0% | 6% | -5% | 1% | 19 | 0% | 0 | -20%
CCC(=O)N(CCCN(C)C)c1nc(-c2cc(OC)ccc2OC)cs1 | -1 | 7 | 1% | -1% | -1% | 5% | 1 | -2% | 0 | 28%[7.66 µM]
N#CCSc1nnc(-c2ccccc2O)n1Cc1ccccc1 | -8 | -8 | 1% | 0% | 2% | 0% | -2 | -1% | 4 | 8%
O=C(NC1=NCCS1)c1ccc(Cl)c(Cl)c1 | 1 | 15 | 0% | 3% | -5% | -1% | 13 | -4% | 0 | -20%
S=c1[nH]nc(Cn2cnc3ccccc32)n1-c1ccccc1Cl | -6 | -4 | -7% | 3% | -11% | 1% | . | . | -8 | -42%
CCn1c(SCC(=O)c2cc(C)n(C)c2C)nnc1-c1ccccc1 | -3 | -7 | . | 0% | 2% | 1% | -2 | -6% | -3 | -29%
COc1ccc(Cc2nc3ccc(C(=O)NCCc4cccc(C)n4)cc3o2)cc1 | -6 | -7 | -4% | 0% | -1% | 4% | 3 | 1% | . | -7%

# No enrichment for hits (roughly 2% active in at least one column).
